Dynein cargo inh = inhibitors of GR-EGFP nuclear translocation, primary screen, dynein cargo transport inhibitor project, imaging, high-content, 3617.4 mouse cells. test concentration mostly 20 µM; stimulated with dexamethasone, 1 µM; active compounds read low. z-score, hits read low. 220,000 tested, 0.47% active;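 active = plate z-score of nuclear minus cytoplasmic receptor signal below a set negative limit, without overly bright fluorescence or cell loss, cut at about -3.5 in these data, passing the limit was not always enough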;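 note: z-score of nuclear minus cytoplasmic ring GR-EGFP intensity difference per well; some compounds called inactive have numbers as strong as hits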
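Buffer or medium: tet-free, stripped-serum medium; reagent: dexamethasone at 1.0 µM final, 30 min; incubation: 48 h induction, 1 h compound, 30 min dex at 37 °C; measured by: formaldehyde fixation, Hoechst nuclear stain, 10x automated fluorescence imaging; read-out: nuclear-to-cytoplasmic GR-EGFP distribution per well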
HEK293 NOD2/NF-kB = NOD2 signaling inhibitors, cell-based, luminescence, uHTS, HEK293 (AID 1566); 290,000 tested, 0.63% active; HEK293 NOD2/NF-kB luciferase reporter, luminescence; higher % means a stronger effect; one-dose inhibition, % at 4 µM; EC50 in µM for titrated hits; in the data active = inhibition above about 50%; note: many of its hits are not listed in these tables
NOD1 inhibition = NOD1 signaling inhibitors, primary screen, cell-based, luminescence, uHTS (AID 1578); NOD1-driven NF-kB luciferase reporter cells, luminescence; higher % means a stronger effect; one-dose inhibition, % at 4 µM; EC50 in µM for titrated hits; 290,000 tested, 1% active; in the data active = inhibition mostly above about 36%, no sharp cut-off; inactive = mostly below about 34%;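 note: HEK-293T reporter cells stimulated with the NOD1 agonist gamma-tri-DAP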
MT stabilizer = microtubule stabilizers in HeLa cells, primary screen, imaging, high-content imaging; HeLa tubulin immunostaining HCS, 24 h; share of cells brighter than vehicle mean+2SD; % tubulin-high responders, % at 10 µM; 200,000 tested, 0.83% active;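 active = plate Z-score above 3 for both tubulin-high and condensed-nucleus cell shares, with cell loss under 80%, at 10 µM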;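 note: anti alpha tubulin signal scored within the nucleus-defined area of each cell; some results filed as inactive read as strong as hits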
Yfh1-depleted yeast = enhancers of respiration in Yfh1-depleted yeast, dose response, Friedreich's ataxia, plus single-dose screen (AID 1465). 220,000 tested, 0.074% active. S. cerevisiae Yfh1-off respiration, WST-1 reduction, 72 h; higher fold induction means a stronger effect. fold induction at 50 µM; hits with a dose series show EC50 in µM;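 active = fold induction of absorbance versus untreated yeast above a set limit, then at least 30% activation at any dose in follow-up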;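 note: activators that raise dye reduction in frataxin-depleted yeast; strong numbers were not always called active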
b-catenin transl = modulators of beta-catenin nuclear translocation, primary screen, imaging, HeLa cells, immunofluorescence, high-content; nuclear translocation activity, % at 5 µM; 190,000 tested, 0.3% active;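 active = nuclear translocation activity above 50% at 5 µM, with a well cell count of 50 or more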;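 note: per-cell ratio of nuclear to cytoplasmic median beta-catenin stain intensity; plate controls were DMSO negative control for no effect and GSK-3 inhibitor IX positive control for full effect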
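Test system: human HeLa cells, native beta-catenin. Compound dosing: 5 µM primary single dose, 0.1% DMSO, 0.02–20 µM confirmation series. Incubation: compound exposure 24 h at 37°C. Detection: beta-catenin immunostaining with DAPI counterstain, 20x imaging, 6 fields/well. Read-out basis: Nuclear/cytoplasmic beta-catenin signal ratio, % activation.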
Autophagy HCS = autophagy modulators in MEF cells, primary screen, imaging, high-content, MEF GFP-LC3 | calls only at 10 µM (by protocol) | MEF GFP-LC3 puncta imaging; test concentration mostly 10 µM | 190,000 tested, 0.98% active;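 active = percentage of spot-positive cells more than 3 SD above its plate mean, without a fluorescence outlier flag or 80% toxicity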;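 note: spot-positive cell cutoff set from DMSO-treated cells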
Insulin prom up = insulin promoter activators in MIN6 cells, imaging, high-content screening, mouse beta cells; z-score at 5 µM; 190,000 tested, 0.3% active; MIN6 insulin promoter-GFP reporter; active compounds read high; AID 1625, 2009;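 active = z-score above 3 at 5 µM with at least 500 cells counted in the well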
M17LAP inhibition = P. falciparum M17LAP inhibitors, primary screen, biochemical, fluorogenic H-Leu-NHMec substrate, 1536-well (AID 1619); recombinant M17LAP, H-Leu-NHMec fluorogenic kinetic assay; higher % means a stronger effect; 220,000 tested, 0.38% active; inhibition, % at 30 µM; hits with a dose series show IC50 in µM;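 active = compound inhibiting the enzyme by more than half at any dose during confirmatory dose-response retesting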;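 note: plate controls were full reaction with DMSO carrier for no effect and no enzyme background for full effect; strong numbers were not always called active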
Dynein cargo inh cytoplasmic EGFP = further read-out of Dynein cargo inh, marked with its call; z-score; measured here: cytoplasmic GR-EGFP intensity; active compounds read high
Dynein cargo inh nuclear GR-EGFP = further read-out of Dynein cargo inh, marked with its call; z-score; measured here: nuclear GR-EGFP intensity;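 lower value marks the stronger effect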
Dynein cargo inh cell count = further read-out of Dynein cargo inh, marked with its call; z-score; measured here: cell count per field
Insulin prom up cell count = further read-out of Insulin prom up, marked with its call; cell count; measured here: cytotoxicity, nuclei count;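 total cells summed across four imaged fields per well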
b-catenin transl cell count 5 µM = also measured in b-catenin transl; calls as there; cell count; measured here: cell count, cytotoxicity flag
MT stabilizer Hoechst-high % = further read-out of MT stabilizer, marked with its call; % Hoechst-high responders; measured here: nuclear condensation Hoechst responders;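 share of cells brighter than vehicle mean plus two SD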
MT stabilizer cytotoxicity % = also measured in MT stabilizer; calls as there; toxicity, %; measured here: cytotoxicity by cell density;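 0% = mean cell density of plate MIN control wells and 100% = no cells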
Autophagy HCS cell loss 18 h = second read-out of Autophagy HCS, no call of its own (marks repeat the call); toxicity, %; measured here: cell loss, nuclei count;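 cell loss after 18 h compound exposure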
* = called active by the depositor; i = inactive; nt = not tested or not shown. Some of the compounds tested, so the mix of outcomes need not match the whole.

SMILES | Dynein cargo inh | Dynein cargo inh cytoplasmic EGFP | Dynein cargo inh nuclear GR-EGFP | Dynein cargo inh cell count | HEK293 NOD2/NF-kB | NOD1 inhibition | MT stabilizer | MT stabilizer Hoechst-high % | MT stabilizer cytotoxicity % | Yfh1-depleted yeast | b-catenin transl | b-catenin transl cell count 5 µM | Autophagy HCS | Autophagy HCS cell loss 18 h | Insulin prom up | Insulin prom up cell count | M17LAP inhibition
Cc1cc2c(c(=O)o1)C(c1ccc([N+](=O)[O-])o1)C(C#N)=C(N)O2 (stereo not given) | 0.16 | -0.22 | 0.48 | 0.84 | 20% | 6% | nt | nt | nt | i | -1.7 | 1374 | nt | nt | 1.6 | 1010 | 17%
CCOc1ccc(NS(=O)(=O)c2ccc3[nH]cc(C(=O)NCCOC)c(=O)c3c2)cc1 | 0.38 | -0.44 | 0.35 | -0.036 | 8% | 4% | 4.2 | 1.5 | 8.6 | nt | 3.0 | 1074 | i | -6 | nt | nt | 0%
CC(C)Cc1nc(N2CCOCC2)c(C#N)c2c1COC(C)(C)C2 | -0.76 | -0.22 | -0.44 | 0.19 | 9% | 1% | 3.5 | 1.9 | 8.3 | i | 2.9 | 1159 | i | 2 | 0.38 | 1307 | -13%
COC(CNC(=O)C1CC(=O)N(CCc2ccccc2)C1)OC (stereo not given) | -0.73 | -0.0067 | -0.18 | 0.77 | 3% | -20% | 1.5 | 1.0 | 3.8 | i | nt | nt | i | 13 | nt | nt | -4%
O=C(COC(=O)C1=Cc2ccccc2OC1)NCc1ccco1 | -0.28 | -0.34 | 0.12 | 1.1 | -2% | -20% | 4.2 | 1.9 | 6.1 | i | -0.3 | 1027 | i | 0 | 0.2 | 1424 | -6%
O=C(Cn1cncn1)N/N=C/c1ccccc1O | -0.22 | -0.16 | 0.26 | -0.61 | 2% | -7% | nt | nt | nt | i | 0.1 | 1383 | nt | nt | -0.21 | 1063 | -13%
O=C(CCC(=O)Nc1nnc(C2CCCCC2)s1)NCc1cccs1 | 0.44 | -0.35 | 0.22 | 0.13 | 21% | 13% | 3.0 | 3.1 | 14 | i | -2.7 | 743 | i | -2 | -1 | 851 | 3%
O=C1CN(C(=O)/C=C/c2ccco2)c2ccccc2N1 | 0.48 | -0.29 | 0.15 | 0.21 | 2% | -14% | 5.8 | 1.2 | 5.9 | i | -0.8 | 1159 | i | -3 | -0.77 | 1192 | 17%
O=C(c1ccc(F)cc1)c1c[nH]c(C(=O)NCc2ccco2)c1 | -0.77 | -0.2 | -0.68 | 0.14 | 2% | -17% | 1.6 | 1.6 | 6.1 | i | -1.9 | 1097 | i | 4 | -0.37 | 1852 | -1%
Cn1cc(/C(Cc2ccccc2)=N\O)c2ccccc21 | 1 | 0.66 | 1.1 | -0.76 | 7% | 26% | 2.5 | 2.8 | 9.4 | i | 3.7 | 1073 | i | 0 | -0.2 | 1074 | 15%
N#Cc1cc2cc3c(cc2nc1NCCNC(=S)NCCCN1CCOCC1)OCO3 | 0.68 | -0.12 | 0.75 | -1.2 | -2% | -4% | 4.1 | 1.0 | 0.6 | i | -0.3 | 1527 | i | -6 | 0.11 | 1297 | -66%
Cc1ccc(CS(=O)(=O)CCC(=O)NCCN2CCCC2)cc1 | 0.43 | -0.22 | 0.21 | -0.037 | -2% | -7% | 2.4 | 2.0 | 3.7 | i | -0.4 | 1408 | i | -9 | -0.24 | 1651 | 13%
COC(=O)c1sc(NC(=O)c2ccoc2C)nc1C | -0.68 | 0.53 | -0.57 | 0.54 | 10% | -16% | 3.8 | 3.1 | 7.5 | i | -1.7 | 1297 | i | -9 | 0.12 | 1217 | 10%
O=C(COc1ccc2ccc(=O)oc2c1)N1CCN(c2ccccc2)CC1 | -0.18 | -0.26 | 0.16 | 0.88 | -3% | 6% | 2.9 | 1.5 | 5.1 | i | 0.1 | 1069 | i | 9 | 0.88 | 1099 | -2%
CSc1nc(-c2ccco2)nn1C(=O)c1cccs1 | -0.61 | 0.031 | -0.34 | 0.45 | 9% | -10% | 1.7 | 1.7 | 7.4 | i | nt | nt | i | -7 | 0.95 | 1095 | -6%
CCCCN(C)CCNC(=O)Cn1ncc2c(=O)oc3ccc(C)cc3c21 | -0.59 | -0.24 | -0.15 | 0.72 | 10% | -18% | 5.9 | 2.3 | 8.7 | i | nt | nt | i | 1 | 0.28 | 967 | -1%
CCOC(=O)C1CCN(c2nc3ccccc3nc2C(C#N)C(=O)OC(C)COC)CC1 (stereo not given) | -0.47 | -0.11 | 0.16 | 0.55 | -6% | -22% | 4.9 | 0.9 | 4.9 | nt | nt | nt | i | 16 | -1.3 | 1265 | 6%
Cc1ccc(Oc2nc3c(c(=O)n(Cc4ccccc4F)c(=O)n3C)n2C)cc1 | -0.11 | -0.22 | -0.11 | -0.4 | 7% | 4% | 3.0 | 1.5 | 7.6 | i | 0.8 | 1001 | i | 4 | 0.04 | 1892 | 8%
CNC(=O)COC(=O)/C=C/c1nc2ccccc2s1 | -0.52 | -0.23 | -0.33 | 0.5 | 20% | 3% | 0.6 | 2.4 | 11 | i | -0.2 | 521 | i | 5 | nt | nt | 5%
Cc1cc(C)n(CC(=O)c2cccc(N)c2)n1 | 0.28 | -0.29 | 0.77 | -0.43 | 7% | -26% | 2.8 | 2.3 | 5.5 | i | -2.1 | 958 | i | -4 | -0.35 | 1619 | 6%
Cc1ccc(C)c(/C=N/Nc2ccccn2)c1 | 0.4 | -0.32 | 0.19 | -0.26 | -32% | -50% | 1.8 | 1.8 | 5.8 | i | 2.2 | 1049 | i | -2 | -0.3 | 1400 | 2%
COc1ccc(N(C(C)=O)S(=O)(=O)c2cc(OC)ccc2OC)cc1 | 1.6 | -0.23 | 1.1 | -0.81 | 3% | -4% | 3.3 | 1.6 | 2.2 | i | -2.3 | 1145 | i | 3 | -0.4 | 1269 | 8%
Cc1cc2nccc(-c3cccnc3)n2n1 | -0.021 | 0.76 | -0.42 | -0.44 | -34% | 3% | 3.5 | 2.5 | 5.9 | i | -2.9 | 1077 | i | 5 | -0.11 | 1179 | 1%
COCc1nnc(NC(=O)C(C)C)s1 | 1.2 | 0.66 | 0.66 | -1 | 14% | 3% | 3.9 | 2.1 | 3.5 | i | nt | nt | i | 1 | nt | nt | 5%
Cc1ccc(C(=O)N2CCN(S(=O)(=O)c3ccccc3[N+](=O)[O-])C2)cc1 | -0.66 | -0.33 | -0.52 | 0.82 | -3% | -20% | 5.3 | 2.7 | 9.7 | i | 0.0 | 1080 | i | 3 | -0.55 | 1193 | 14%
CC(c1ccon1)N(C)Cc1cn(C)nc1-c1cccc(Cl)c1 (stereo not given) | -0.29 | -0.3 | -0.34 | 0.3 | 14% | -32% | 4.5 | 2.1 | 3.6 | i | 0.3 | 1135 | i | -11 | 0.84 | 1312 | -1%
COc1ccc2sc(N(CCN(C)C)C(=O)/C=C/c3cccs3)nc2c1 | -1.9 | 0.33 | -1 | 0.23 | 0% | -19% | 2.8 | 2.1 | 3.0 | i | -0.8 | 1039 | i | 14 | 0.54 | 1218 | 1%
O=S(=O)(NCCc1cn2ccccc2n1)c1ccc2c(c1)OCCO2 | -0.33 | -0.11 | -0.15 | -0.79 | 12% | -2% | 2.0 | 3.0 | 4.9 | i | 1.9 | 964 | i | 8 | 0.7 | 1676 | 9%
CCCCNC(=S)NNC(=O)c1csc(C)c1 | -0.19 | -0.26 | -0.73 | 0.22 | -4% | -25% | 2.4 | 2.4 | 0.2 | i | -9.5 | 1170 | i | -1 | nt | nt | -3%
C=CCOc1ccc2cccc(/C=N/NC(=O)c3cc4cc([N+](=O)[O-])ccc4s3)c2c1 | 1.3 | 1.4 | 1.8 | -0.87 | 8% | nt | 4.9 | 1.4 | 2.7 | i | 0.3 | 1406 | i | 14 | -0.67 | 1129 | -12%
Cc1ccc(CNC(=O)/C=C/c2ccccc2Cl)cc1 | 1.3 | -0.14 | 0.72 | -1.2 | -32% | -5% | 0.5 | 2.2 | 5.1 | i | -0.1 | 1253 | i | 5 | -0.01 | 1572 | -1%
Cc1nn(C)cc1CNCc1ccc(OCC(O)CN(C)Cc2ccccc2)cc1 (stereo not given) | 0.78 | 0.055 | 0.68 | -2.3 | 2% | -16% | 3.0 | 2.5 | 3.0 | i | -1.6 | 970 | i | -6 | nt | nt | -5%
CC1=NNC(=O)C1CCC(=O)N/N=C/c1ccco1 (stereo not given) | -0.36 | -0.32 | -0.16 | 0.56 | 3% | -25% | 2.0 | 1.7 | 4.2 | i | -3.5 | 1148 | i | 5 | 0.14 | 1233 | 69µM*
O=C(NCc1ccco1)c1cc(S(=O)(=O)N2CCCc3ccccc32)ccc1Cl | -0.45 | -0.25 | 0.11 | 0.5 | -4% | -18% | 1.5 | 1.3 | 7.5 | nt | -6.8 | 1198 | i | 35 | 0.83 | 1009 | 11%
Cc1ccc(NC(=O)NCc2ccncc2)cc1Cl | -0.87 | -0.28 | -0.44 | 0.94 | 10% | -27% | 1.4 | 1.2 | 0.7 | i | 0.4 | 1525 | i | 14 | 0.71 | 1414 | 7%
